High-throughput results (PubChem)
ST2 inh = inhibitors of human ST2 (IL1RL1) binding to IL-33; Q01638; AlphaLISA ST2-Fc/biotin-IL-33 interaction, 1 h; inhibition, % for hits at 17 µM; hit rate 2.3% among 78,000; AID 1259354; in the data active = inhibition above about 30%; inconclusive = mostly about 10% to 28%
Target sequence (Q01638 whole entry, looked up): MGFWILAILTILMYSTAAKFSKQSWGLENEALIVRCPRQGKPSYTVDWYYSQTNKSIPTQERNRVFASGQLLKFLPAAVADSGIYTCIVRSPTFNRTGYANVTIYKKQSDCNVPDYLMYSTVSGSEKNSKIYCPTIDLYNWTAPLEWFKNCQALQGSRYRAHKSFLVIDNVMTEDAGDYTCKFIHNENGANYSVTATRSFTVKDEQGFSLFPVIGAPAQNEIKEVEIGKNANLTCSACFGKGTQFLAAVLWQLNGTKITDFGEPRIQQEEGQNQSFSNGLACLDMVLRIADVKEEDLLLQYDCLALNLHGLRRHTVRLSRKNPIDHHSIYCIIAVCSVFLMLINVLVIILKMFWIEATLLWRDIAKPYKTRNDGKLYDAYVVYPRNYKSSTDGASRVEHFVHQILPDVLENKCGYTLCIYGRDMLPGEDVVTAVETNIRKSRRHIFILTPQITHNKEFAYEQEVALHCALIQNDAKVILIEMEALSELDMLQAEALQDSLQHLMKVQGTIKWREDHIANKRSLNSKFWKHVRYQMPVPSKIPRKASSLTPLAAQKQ
Active calls of the source: *; i = inactive; ? = inconclusive. These rows are one share of the data, so the mix of outcomes need not match the whole.

Start of the listing, in advance, six compounds:
SMILES	ST2 inh
O=C(CCC1CCCCC1)Nc1cccc(F)c1	i
COc1ccc(CNC(=O)CN2CCCN(Cc3cccc(C)c3)S2(=O)=O)cc1	i
Cc1nc2ccccn2c1C(=O)N1CCCC(Cn2cc(C3CC3)nn2)C1 (centres undefined)	i
CCC1(C)Cc2c(sc3nc(SC)n(-c4ccc(OC)cc4)c(=O)c23)CO1 (centres undefined)	i
CCOc1ccccc1CN1CCC(O)CC1	i
Nc1nc(COc2ccccc2Cl)nc(N2CCOCC2)n1	i

This part in full, from the first entry:
SMILES	ST2 inh
O=C(CCC1CCCCC1)Nc1cccc(F)c1	i
COc1ccc(CNC(=O)CN2CCCN(Cc3cccc(C)c3)S2(=O)=O)cc1	i
Cc1nc2ccccn2c1C(=O)N1CCCC(Cn2cc(C3CC3)nn2)C1 (centres undefined)	i
CCC1(C)Cc2c(sc3nc(SC)n(-c4ccc(OC)cc4)c(=O)c23)CO1 (centres undefined)	i
CCOc1ccccc1CN1CCC(O)CC1	i
Nc1nc(COc2ccccc2Cl)nc(N2CCOCC2)n1	i
Cc1cc(O)c(C(=O)COc2ccccc2)c(O)c1	i
Cc1nn(CCCC(=O)Nc2ccc(Cl)c(Cl)c2)c(C)c1[N+](=O)[O-]	?
CCOc1ccc(Nc2nnc(C)c(=O)[nH]2)cc1	i
CN1C(=O)N(Cc2cccnc2)C(=O)C12CCN(Cc1ccc(-c3cccc(Cl)c3)o1)CC2	?
CCCSc1nc2c(c(=O)n1-c1ccc(OCC)cc1)SCC2	i
CC1CCCN(S(=O)(=O)c2cc(Br)cc3c2N(C(=O)C2CC2)CC3)C1 (centres undefined)	i
CCOC(=O)c1c(NC(=O)COc2ccc3c(c2)OCO3)sc2c1CCCCC2	i
O=C(CCSc1ccccc1)Nc1cccc(F)c1	?
O=S(=O)(NCc1nc2cccnc2n1Cc1ccc(Cl)cc1)c1cccc(Cl)c1	i
Cc1[nH]nc(-c2ccccc2)c1Sc1ccccc1	?
CCN(c1ccccc1)S(=O)(=O)c1cccc2cccnc12	i
COc1cccc(-c2ccccc2NC(=O)C2CCN(Cc3cccc4ncccc34)CC2)c1	i
CCOc1ccc(-n2c(SC(C)c3ccccc3)nc3c(c2=O)SCC3)cc1 (centres undefined)	?
CCSCCOC(=O)C1=C(C)NC(=O)NC1c1cc(Cl)c(O)c(OC)c1 (centres undefined)	i
CN(Cc1ccco1)C(=O)c1nn(C)c2c1CC(NCC1(c3ccccc3)CCOCC1)CC2 (centres undefined)	i
O=[N+]([O-])c1cc2c(cc1C=Nc1ccc(Cl)c(C(F)(F)F)c1)OCO2	i
Cc1occc1C(=O)Nc1ccc(Br)cc1F	i
CCSc1nc(CC(=O)N(C)Cc2cc3cc(F)ccc3[nH]2)cs1	i
CC(C)=CC(=O)N1CCc2c(nc(C)nc2N2CCCC2)C1	i
CCc1cccc(NC(=O)c2cc3cc4ccc(OC)cc4nc3o2)c1	i
CCOC(=O)Cn1c(=O)n(-c2ccc(C)c(C)c2)c2nc(-c3cccs3)nc(C(N)=O)c21	i
O=C1C(=Cc2ccc(Br)o2)C(=O)c2ccccc21	52%*
O=C(NCCCN1CCOCC1)C1CCN(Cc2ccc(Cl)cc2)CC1	i
CC(=O)Nc1cc(-c2nc3cc(Cl)cc(Cl)c3o2)ccc1C	i

Fetched one by one from the entries so far:
SMILES	ST2 inh
CC(=O)Nc1cc(-c2nc3cc(Cl)cc(Cl)c3o2)ccc1C	i
Cc1occc1C(=O)Nc1ccc(Br)cc1F	i
CCN(c1ccccc1)S(=O)(=O)c1cccc2cccnc12	i
Cc1nc2ccccn2c1C(=O)N1CCCC(Cn2cc(C3CC3)nn2)C1 (centres undefined)	i
O=C(NCCCN1CCOCC1)C1CCN(Cc2ccc(Cl)cc2)CC1	i

Further entries follow.
SMILES	ST2 inh
O=C(CN1CCN(Cc2ccccc2F)C1=O)NCc1ccco1	i
COc1cc(OC)cc(C(=O)N2c3ccccc3Sc3ccccc32)c1	i
O=C(Nc1cccc(O)c1)c1noc2c1CCCC2	i
CC(C)(CNC(=O)c1cn(C/C=C/c2ccccc2)nn1)N1CCOCC1	i
CCN(CC)S(=O)(=O)c1ccc(Cl)c(C(=O)Nc2nncs2)c1	i
Cc1nc2nc(SCC(=O)NC3CC3)nn2c(C)c1Cc1ccccc1Cl	?
CCOc1ccc2nc(NC(=O)c3ccc([N+](=O)[O-])c(C)c3)sc2c1	?
CCOC(=O)C1=C(C)Nc2nc(SCc3ccc(Cl)cc3)nn2C1c1cccs1 (centres undefined)	i
Cn1c(=O)c2c(nc3n(Cc4ccco4)c(-c4ccc(Cl)cc4)cn23)n(C)c1=O	?
O=C(CCC1CCCCC1)NC1CCCC1	i
COc1ccc(Cl)cc1NC(=O)C(=O)O	?
CC(C)c1ccc(NC(=O)C2CCCN2S(=O)(=O)c2cccc3nsnc23)cc1 (centres undefined)	i
COc1ccc(Nc2c(-c3ccc(F)cc3)nc3cnccn23)cc1	i
COc1ccc(S(=O)(=O)Nc2cccc(Cl)c2)cc1OC	i
Cc1c(N=Cc2ccccc2)c(=O)n(-c2ccccc2)n1C	?
OCCNc1cc(-c2cccc(C(F)(F)F)c2)ncn1	i
O=C1C(SCCO)=C(SCCO)C(=O)c2ccccc21	?
CC1=C[C@@H](CNC(=O)c2ccco2)[C@H](C(C)C)C[C@H]1CC(=O)N(C)Cc1cccnc1	i
COC(=O)c1cc(-c2cccc(OC)c2OC)no1	i
NC(=O)CSc1nc2c([nH]c3ccccc32)c(=O)n1-c1cccc(Cl)c1	i
CC(=O)Nc1ccc(NS(=O)(=O)c2cc(-c3n[nH]c(=O)c4ccccc34)ccc2C)cc1	i
COc1ccc(NC(=O)CN2CCCN(Cc3cccc(F)c3)S2(=O)=O)cc1Cl	i
O=C(Cn1c(=O)oc2ccccc21)Nc1ccc(C(=O)NCc2ccccc2)cc1	?
Cc1ccc(NCc2ccc(C(=O)N(C)CC3CCCCO3)cc2)cc1 (centres undefined)	i
Cc1ccc2nc(C)c(C(=O)N(C)Cc3nc(CC(C)C)no3)cc2c1	?
CC(=O)O[C@@H]1[C@@H](O)[C@@H](O)[C@H](O[C@H]2[C@H](Oc3c(-c4ccc(O)cc4)oc4cc(O[C@@H]5O[C@H](CO)[C@@H](O)[C@H](O)[C@H]5O)cc(O)c4c3=O)O[C@H](CO[C@@H]3O[C@@H](C)[C@H](O)[C@@H](O)[C@H]3O)[C@H](O)[C@@H]2O)O[C@H]1C	i
O=C(CCN1CCCCC1)NCC1OCCc2ccccc21 (centres undefined)	i
COC(=O)c1c(NC(=O)C2CCCCC2)sc(C)c1C	i
COC(=O)CSC1=C(C#N)C(c2ccc(F)cc2)CC(=O)N1 (centres undefined)	i
CC(C)(C)N=C(NS(=O)(=O)c1ccc(F)cc1)c1ccccc1	?
COc1ccc(NC(=O)CC(=O)N2CCC(Oc3ccc(C)cc3)CC2)c(OC)c1	?
O=C(Nc1ccccc1)NC1CCCCCCC1	i
COc1cccc(C2C(C#N)=C(N)OC3=C2C(=O)CC(c2ccccc2)C3)c1OC (centres undefined)	i
COc1cc(OC)c(N(C)C(=O)CCc2nc(-c3ccc(C)cc3)no2)cc1Cl	?
COc1ccc(N=Cc2c(O)ccc3oc4c(c23)CCCC4)cc1	40%*
Cc1ccc(C)c(NC(=O)CSc2nc3c(cnn3-c3ccc(F)cc3)c(=O)[nH]2)c1	?
CC(C)NC(=O)c1c(NC(=O)c2ccccc2F)sc2c1CCC2	i
COc1ccccc1-n1c(SCc2cccc(C)c2)nc2c(c1=O)SCC2	?
N#Cc1c(-c2ccc(F)cc2)cc(-c2cccs2)nc1SCC(N)=O	i
O=C(Nc1ccc(Br)cc1)c1cc(-c2ccc3c(c2)OCO3)on1	i
CC1CC(C)CN(S(=O)(=O)c2cc(Cl)ccc2Cl)C1 (centres undefined)	i
COc1ccc(OC)c(Nc2ncnc3c2cnn3-c2cccc(C)c2)c1	i
Nc1nc(SCc2ccc(Cl)cc2)ns1	i
Cc1ccc(S(=O)(=O)CC(C)N2CCCCC2)c(S(=O)(=O)CC(C)N2CCCCC2)c1 (centres undefined)	i
CCC(C)NC(=O)C1c2cc(OC)c(OC)cc2C(=O)N(C)C1c1cccs1 (centres undefined)	i
Cc1ccc(C(=O)c2ccc([N+](=O)[O-])cc2)cc1	?
O=C1C2CC=CCC2C(=O)N1c1ccc(O)cc1 (centres undefined)	i
O=C(CSc1ccc2nnc(-c3cccnc3)n2n1)N1CCCC(c2ccccc2)CC1 (centres undefined)	36%*
CCc1[nH]c2c(CNC(=O)CCCN3CCCCC3=O)cc(F)cc2c1C	?
CCOc1ccc(Cn2c(CNS(=O)(=O)c3ccc(OC)cc3)nc3cccnc32)cc1	i

Additional results:
SMILES	ST2 inh
CCOc1ccc(NC(=O)CSc2nc3ccc(N)cc3s2)cc1	?
O=C(c1ccc([N+](=O)[O-])cc1Cl)N1CCN(c2ccc(F)cc2)CC1	?
COc1ccc(CNC(=O)C2C3C=CC4(CN(Cc5cccs5)C(=O)C24)O3)cc1 (centres undefined)	i
COc1ccc(CN2CCC(CCC(=O)Nc3ccccc3Cl)CC2)c(F)c1	?
O=C(Nc1cnc2ccccc2c1)NC1(c2ccccc2)CC1	i
O=C1c2ccccc2C(O)(c2ncc[nH]2)N1CCc1ccccc1 (centres undefined)	i
CCC(C)Oc1ccc(/C=C2/NC(=O)NC2=O)cc1Cl (centres undefined)	i
COc1cccc2c(=O)n(CCN3CCOCC3)cnc12	i
CC1(C)CC(=O)C2=C(C1)Nc1ccccc1S2	?
CC1=C(C(=O)OCCc2ccccc2)C(c2ccc(Cl)cc2)NC(=O)N1 (centres undefined)	i
Cc1ccnc(SCCn2c(N3CCCC(C)C3)nc3c2c(=O)n(C)c(=O)n3C)n1 (centres undefined)	?
CC1CCN(C(=O)c2cccn3c(=O)c4cc5ccccc5cc4nc23)CC1	?
COc1ccc(-c2cc(C(=O)Nc3cc(Br)ccc3O)no2)cc1	35%*
CC(=O)Nc1ccccc1NC(=O)c1ccccc1	i
CC(=O)Nc1ccc(N=Cc2ccc([N+](=O)[O-])cc2)cc1	?
O=C(CSc1nnc(-c2cccnc2)n1Cc1ccco1)c1ccc(Br)cc1	?
Cc1ccn(-c2ccc(C(=O)NC3CCCCC3)o2)n1	i
Cc1cc(NC(=O)c2cccc(Br)c2)nc2c1c(=O)oc1ccccc12	i
CCOC(=O)CSc1nc2c(sc3ccccc32)c(=O)n1Cc1ccco1	?
O=C(NCc1ccc(F)cc1)c1cc(=O)[nH]c2ccc(S(=O)(=O)N3CCCC3)cc12	i
CC(C)COc1ccc2c(c1)c1c3c(nccn32)CCC1	38%*
COc1ccc(NC(=O)C(NS(=O)(=O)c2cccs2)C(C)C)c(OC)c1 (centres undefined)	?
Cc1ccc(S(=O)(=O)N(CC(=O)NC2CC2)Cc2ccc(Cl)cc2)cc1	i
O=C(C1CCCCC1)N1CCN(Cc2ccc3c(c2)OCO3)CC1	i
CCOC(=O)Nc1ccc2c(c1)N(C(=O)C(C)N1CCCC1)c1ccccc1CC2 (centres undefined)	i
O=C(O)c1[nH]c2ccccc2c1CC(=O)N1CCCCCC1	i
O=C(CN(c1ccccc1F)S(=O)(=O)c1ccccc1)NC1CCCCCC1	i
Cc1ccsc1CN(Cc1c(C)n(C)n(-c2ccccc2)c1=O)CC(C)C	?
Cn1c(=O)c2c(ncn2CC(=O)Nc2ccc(Br)cn2)n(C)c1=O	i
CCCC1CCC(c2ccc(C(=O)NN)cc2)CC1 (centres undefined)	i

Six neighbouring records from above, for reference:
SMILES	ST2 inh
CCOC(=O)Nc1ccc2c(c1)N(C(=O)C(C)N1CCCC1)c1ccccc1CC2 (centres undefined)	i
O=C(O)c1[nH]c2ccccc2c1CC(=O)N1CCCCCC1	i
O=C(CN(c1ccccc1F)S(=O)(=O)c1ccccc1)NC1CCCCCC1	i
Cc1ccsc1CN(Cc1c(C)n(C)n(-c2ccccc2)c1=O)CC(C)C	?
Cn1c(=O)c2c(ncn2CC(=O)Nc2ccc(Br)cn2)n(C)c1=O	i
CCCC1CCC(c2ccc(C(=O)NN)cc2)CC1 (centres undefined)	i

Carrying on.
SMILES	ST2 inh
CC1=C(C(=O)OC(C)(C)C)C(c2ccc(Cl)cc2Cl)C(C#N)=C(N)O1 (centres undefined)	i
COc1ccccc1-c1cccc(C(=O)N2C[C@@H]3[C@H](C2)[C@H]2CC[C@@H]3O2)c1	i
Cc1ccccc1-c1cc(N2CCN(S(=O)(=O)c3cccc(Cl)c3)CC2)ncn1	?
COc1ccc(Br)cc1C1SCCN1S(=O)(=O)c1ccc(C)cc1 (centres undefined)	i
Cc1nn(S(=O)(=O)c2ccc(Cl)cc2)c(C)c1Sc1ccccc1	i
Nc1cc(-c2ccc(-n3ccnc3)nn2)c2cc[nH]c2n1	?
Fc1ccc(C2CCCN2Cc2nc(COc3ccccc3)no2)cc1 (centres undefined)	i
CCOC(=O)c1sc2nc(C)nc(N3CCCCCC3)c2c1C	i
CCN(CC)S(=O)(=O)c1ccc(C(=O)N(c2ccc(C)c(C)c2)C2C=CS(=O)(=O)C2)cc1 (centres undefined)	i
CCN1C(=O)c2cccc3c(S(=O)(=O)N4CCc5ccccc5C4)ccc1c23	?
COc1cc2c(cc1OC)CN(Cc1ccco1)CC2	i
COc1ccc(NC(=O)CS(=O)(=O)c2c[nH]c3ccccc23)cc1	i
O=S(=O)(Nc1ccc(F)c(Cl)c1)c1cccs1	i
O=C(CSc1nc2ncccc2[nH]1)Nc1ccccc1	i
Cc1cc(N2CCOCC2)nc(N2CCN(S(=O)(=O)c3cc(C)c(C)cc3C)CC2)n1	i
CC(NC(=O)c1cccs1)c1ccccc1 (centres undefined)	i
COc1cc(/C=C2/C(=O)NC(=O)N(c3ccc(Br)c(C)c3)C2=O)cc(OC)c1OC	i
Cc1cc([N+](=O)[O-])nn1CCCC(=O)N1CCc2ccccc2C1	i
c1cncc(CN2CCN(Cc3cc4n(n3)CCCNC4)CC2)c1	i
COc1ccccc1NC(=O)C(CCSC)N1C(=O)c2cc(Cl)c(Cl)cc2C1=O (centres undefined)	?
CCCCSc1nnc2c(n1)OC(c1ccccn1)Nc1ccccc1-2 (centres undefined)	i
c1ccc(CN2CCN(Cc3ccccc3)C2c2ccc3c(c2)OCO3)cc1	?
N#Cc1ccc2nc([C@H]3CCN(C4CCOCC4)C3)[nH]c2c1	i
Cc1nonc1CN(C)Cc1cnc2c(-c3ccccc3)cnn2c1	i
